# Assay outcomes as filed in PubChem.
# NPY Y2 blocker = blocks the human neuropeptide Y Y2 receptor; NPY-Y2 expressing cells, antagonist mode; inhibition, % at 2.7 µM; hit rate 0.99% among 140,000; AID 793; in the data active = inhibition above about 17%;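 note: 0% = vehicle with agonist challenge and 100% = reference antagonist with challenge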
# Target sequence (P49146 whole entry, looked up): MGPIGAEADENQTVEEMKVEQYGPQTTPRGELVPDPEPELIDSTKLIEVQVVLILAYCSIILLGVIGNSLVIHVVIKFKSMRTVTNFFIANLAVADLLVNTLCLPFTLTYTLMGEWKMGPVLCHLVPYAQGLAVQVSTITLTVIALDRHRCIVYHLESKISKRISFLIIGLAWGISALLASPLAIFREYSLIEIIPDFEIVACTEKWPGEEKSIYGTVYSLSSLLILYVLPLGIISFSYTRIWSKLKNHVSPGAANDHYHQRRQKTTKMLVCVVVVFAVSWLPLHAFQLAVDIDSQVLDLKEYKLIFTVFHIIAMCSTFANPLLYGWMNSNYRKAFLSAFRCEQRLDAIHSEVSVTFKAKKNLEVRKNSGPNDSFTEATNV
# Phagocyt inh = macrophage phagocytosis inhibition; J774A.1 macrophage IgG-bead phagocytosis, imaging; inhibition, % at 5 µM; hit rate 0.07% among 110,000;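 active = inhibition above the mean of the plate negative controls plus 5 SD, cut at about 13% in these data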;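 note: phagocytic index as fraction of beads internalized from green versus red external bead signal; plate controls were DMSO negative control for no effect and cytochalasin-D positive control for full effect; some results beyond the cut were filed as inactive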
# GALR2 antag = antagonists of human galanin receptor 2 (GALR2) | O43603 | GALR2-expressing cells, antagonist mode | inhibition, % at 4 µM | hit rate 0.39% among 140,000 | AID 828; in the data active = inhibition above about 27%;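 note: cells stimulated with galanin 1-16 at roughly its EC80; 0% = agonist challenge control and 100% = basal control without agonist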
# Target sequence (O43603 whole entry, looked up): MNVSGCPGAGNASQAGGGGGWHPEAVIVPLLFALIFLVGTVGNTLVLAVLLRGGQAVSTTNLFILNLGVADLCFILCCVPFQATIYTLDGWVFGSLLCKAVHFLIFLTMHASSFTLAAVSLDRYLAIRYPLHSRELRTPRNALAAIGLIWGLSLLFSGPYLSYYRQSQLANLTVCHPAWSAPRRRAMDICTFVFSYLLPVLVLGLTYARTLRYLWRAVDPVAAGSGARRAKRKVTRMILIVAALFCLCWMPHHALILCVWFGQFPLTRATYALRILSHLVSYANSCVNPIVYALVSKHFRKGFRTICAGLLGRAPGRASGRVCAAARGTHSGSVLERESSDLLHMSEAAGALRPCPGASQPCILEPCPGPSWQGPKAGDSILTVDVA
# HCT116 PTEN-null = PTEN-deleted cell growth suppression; HCT116 PTEN-null viability, CellTiter-Glo, 60 h; hits give low values; viability, % at 10 µM; hit rate 1.2% among 140,000; AID 827;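 active = viability at or below a set limit, 4 SD under the median of all tested compounds, cut at about 3.7% in these data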;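 note: PTEN knockout HCT116 line with beta catenin targeted HCT116 as companion control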
# Yeast lifespan up = yeast lifespan extension; AID 775; hit rate 0.68% among 130,000; S. cerevisiae growth with nicotinamide, OD615; deaD strain in restrictive glucose medium; inhibition of the nicotinamide effect, % at 10 µM;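 active = inhibition above a set limit, placed 3 SD over the median of all compounds, cut at about 26% in these data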;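 note: 0% = nicotinamide-treated wells and 100% = cells grown without nicotinamide; some compounds called inactive have numbers as strong as hits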
#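 Material: Modified budding yeast, DeaD strain | Medium: Restrictive glucose medium | Probe or stimulus: 1.5 mM nicotinamide | Dosing: Single dose 10 µM compound, 0.25% DMSO | Times: 48 h at 30 °C | Technique: OD615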
# Measles CPE = protection of cells from measles virus. protection (pct of control), % at 4 µM. AID 841. hit rate 1.5% among 140,000. Measles virus-infected cells, CPE protection, absorbance; in the data active = protection mostly above about 24%, no sharp cut-off; inactive = mostly below about 26%; note: some compounds called inactive have numbers as strong as hits
# MRP-1 activ = activators of MRP-1. H69AR cells + doxorubicin, viability rescue, CellTiter-Glo. viability increase, % at 10 µM. hit rate 0.61% among 140,000. AID 799;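 active = viability gain under doxorubicin at or above a set limit, the compound median plus 3 SD, cut at about 4.7% in these data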;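 note: MRP-1 overexpressing cells given doxorubicin 25 µM after compound pretreatment; 18-22 h compound pretreatment then 72 h with doxorubicin before readout; 0% = doxorubicin-only wells and 100% = vehicle-treated cells without doxorubicin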
# E-sel TNF inh = TNF alpha driven E-selectin expression inhibition. hit rate 0.71% among 120,000. inhibition, % at 2 µM. HUVEC TNFa-induced E-selectin immunofluorescence, high content;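 active = inhibition above the batch mean plus 3 SD, and confirmed as a hit on visual image review, cut at about 43% in these data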;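 note: 0% = TNF-stimulated DMSO wells and 100% = unstimulated control wells; not every result past the cut was called active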
# BB579 growth dn = reduces growth of yeast BB579 in restrictive medium. S. cerevisiae BB579 growth, OD615, 48 h. inhibition, % at 10 µM. hit rate 0.51% among 140,000;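 active = inhibition above a set limit, 3 SD over the mean compound inhibition, cut at about 44% in these data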; note: inactives centre near -24
#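 Test system: S. cerevisiae DeaD strain BB579 yeast; Medium: restrictive CSMM-D medium; Compound: one dose, 10 µM compound with 0.25% DMSO; Incubation: 4 h cell preincubation, 48 h compound exposure, 30 °C humidified; Signal: OD at 615 nm; Benchmarks: amphotericin B at 10 µg/mL as positive control.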
# HCT116 bCat-KO = beta-catenin-lacking colon tumor cell growth suppression; AID 818; HCT116 beta-catenin knockout viability, CellTiter-Glo, 60 h; hits give low values; viability, % at 10 µM; hit rate 1.5% among 140,000;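 active = viability at or under a set limit, the compound median less 4 SD, cut at about 6% in these data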;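 note: 0% = Hyamine 1622 control at 20 µM and 100% = untreated cell control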
# * marks the source's active call; other numbers are inactive results; / = not tested or not shown. Compounds as they come; any-hit rate near 6.1%.
SMILES,NPY Y2 blocker,Phagocyt inh,GALR2 antag,HCT116 PTEN-null,Yeast lifespan up,Measles CPE,MRP-1 activ,E-sel TNF inh,BB579 growth dn,HCT116 bCat-KO
C=CCn1c(O)c(N=NC(=O)OCC)c2ccccc21,2,-17,2,96,-6,10,-1.6,-6,-27,103
COc1ccccc1NC(=O)Cc1noc(CSc2nnc(N)s2)n1,2,-1,-8,93,-12,14,-2.5,2,-21,101
Cc1cc(/C=N/NC(=O)c2ccncc2)c(C)n1-c1ccccc1,0,-5,0,83,-2,14,-2.9,-8,-13,83
COc1ccc(CC(=O)N2N=C(C)CC2(O)C(F)(F)F)cc1 (stereo not given),1,-7,2,100,4,11,-0.5,/,-24,96
O=C(NCc1ccccc1)c1cc2ccccc2o1,5,1,5,99,4,7,1.3,0,-33,100
OCC#CCSc1nnc(-c2ccc(Br)cc2)o1,2,1,-9,84,-5,0,-2.2,/,32,88
Nc1nc2c(s1)C(=O)CC(c1ccccc1)C2 (stereo not given),4,-1,3,79,-11,11,-3.1,-13,-15,85
CCOC(=O)Cn1nc(Cc2ccccc2)c2ccccc2c1=O,1,/,-2,96,-5,14,-2.4,-26,-12,85
Cc1nnc(Sc2c(N)n(C)c(=O)[nH]c2=O)s1,2,2,1,102,-5,/,-0.8,30,-27,99
CCOC(=O)C1CCCN(C(=O)c2sc3nc(C)nc(N(CC)CC)c3c2C)C1 (stereo not given),0,/,1,95,/,19,-1.2,-48,0,86
CC1CCN(S(=O)(=O)c2ccc(S(=O)(=O)N3CCC4(CC3)OCCO4)cc2)CC1,-2,2,-4,105,3,13,-1.6,/,-24,94
Cc1ccc(CNC(=O)CCNC(=O)Cn2ccc3ccccc3c2=O)o1,-1,0,-3,98,-3,13,-1.5,/,-26,97
O=C1CN(S(=O)(=O)c2ccccc2)CC(=O)N1CCc1ccccc1,0,2,0,98,-13,23,-0.8,-16,11,95
Cc1ccc(-c2noc(CCC(=O)N3CCCc4ccccc43)n2)cc1,7,0,-8,80,-10,12,-1.3,/,-13,89
CCOc1ccc(NC(=O)C2C3C=CC4(CN(C(C(=O)OC)C(C)C)C(=O)C24)O3)cc1 (stereo not given),0,/,-3,89,1,5,-1.0,7,-17,85
COc1ccccc1CNC(=O)c1ccc(-c2ccccc2Cl)o1,8,/,1,105,2,21,1.2,7,-13,88
CCN(CC)S(=O)(=O)c1cccc(-c2nnc(-c3ccc(C)cc3)o2)c1,7,-2,0,83,-11,15,-2.3,13,-30,87
CC(Sc1nc(-c2ccccc2)cc(C(F)(F)F)n1)C(=O)Nc1sc2c(c1C#N)CCC2 (stereo not given),2,/,-4,62,1,1,-0.6,-33,-31,67
O=C(NCc1ccccc1)c1cc(-c2ccco2)on1,3,-2,12,105,-8,2,-4.4,-24,12,100
COc1ccc(CNC(=O)CSc2nc(-c3ccccc3)cc(-c3cccs3)c2C#N)cc1,0,-1,-14,95,0,4,-3.0,-8,-30,93
CC(C)(C)C(=O)N1CCN(c2c(Cl)cccc2[N+](=O)[O-])CC1,12,0,-4,88,11,6,0.5,-29,-36,79
Cc1noc(C)c1S(=O)(=O)N1CCCC(C(=O)N2CCN(C3CCCCC3)CC2)C1 (stereo not given),-1,0,6,75,-3,7,-1.5,-27,-50,73
O=C(Nc1ccc(N2CCCCC2)cc1)c1cccnc1Cl,-3,-1,-7,99,-7,9,-0.7,28,-79,92
O=C(CC(NC(=O)C(F)(F)F)c1ccccc1)Nc1nnc(CCc2ccccc2)s1 (stereo not given),2,-5,8,89,-1,17,9.3*,/,-9,97
COc1ccc(CNC(=O)NC(C)(C)c2cccc(C(C)(C)NC(=O)NCc3ccc(OC)cc3)c2)cc1,4,-7,-6,90,0,16,-0.1,/,-37,96
CCOc1ccc(N(CC(=O)NC2CCCC2)C(=O)CCC(=O)Nc2ccccn2)cc1,3,-1,-1,95,0,9,-0.9,-6,-6,89
O=c1cc(-c2cccs2)oc2ccc(Cl)cc12,2,-3,4,80,-11,16,-4.0,7,13,83
Cc1ccccc1N(CC(=O)NCC1CCCO1)C(=O)C1(C)CC(=O)N=C2C=CC=CN21 (stereo not given),1,0,2,102,16,7,0.8,6,-8,96
CCN(CC)C(=O)CSc1ncnc2c1nnn2-c1ccc(OC)cc1,-1,1,-13,100,0,16,-1.5,/,-37,95
COc1ccc(OC)c(N2C(=O)CC(C(C)c3ccccc3)C2=O)c1 (stereo not given),-2,-4,-7,95,-4,4,-0.7,/,-43,103
CC(C)(C)NC(=O)c1cc([N+](=O)[O-])ccc1N1CCCCC1,1,-10,-7,78,-2,7,-3.5,/,-34,83
CSc1ccccc1NC(=O)c1cnc2scc(C)n2c1=O,5,-2,10,81,-6,3,-2.7,-9,-16,85
CCCCn1c(SCC(=O)N2CCCCC2C)nc2cc(S(N)(=O)=O)ccc21 (stereo not given),4,0,5,107,-8,3,-0.8,-11,-12,108
CCOC(=O)CSc1nc2ccccc2n1CC(=O)N(C(C)C)C(C)C,1,-2,-7,105,-2,5,-0.7,/,-34,92
CCOC(=O)c1ccc(NC(=O)C(C)N2C(=O)c3ccccc3C2=O)cc1 (stereo not given),1,-1,8,102,27*,11,0.8,/,-54,103
CC(=O)Nc1ccccc1-c1nn[nH]n1,3,-2,-2,95,-19,10,-3.2,-12,1,84

# Just GALR2 antag and Yeast lifespan up (four entries from above):
compound | GALR2 antag | Yeast lifespan up
CCOC(=O)C1CCCN(C(=O)c2sc3nc(C)nc(N(CC)CC)c3c2C)C1 (stereo not given) | 1 | /
CC1CCN(S(=O)(=O)c2ccc(S(=O)(=O)N3CCC4(CC3)OCCO4)cc2)CC1 | -4 | 3
Cc1ccc(CNC(=O)CCNC(=O)Cn2ccc3ccccc3c2=O)o1 | -3 | -3
O=C1CN(S(=O)(=O)c2ccccc2)CC(=O)N1CCc1ccccc1 | 0 | -13

# Next section:
SMILES,NPY Y2 blocker,Phagocyt inh,GALR2 antag,HCT116 PTEN-null,Yeast lifespan up,Measles CPE,MRP-1 activ,E-sel TNF inh,BB579 growth dn,HCT116 bCat-KO
CC(=O)c1nnn(-c2nc(N3CCCC3)nc(N(c3ccccc3)c3ccccc3)n2)c1C,3,0,-5,84,-8,1,-0.7,-10,-32,87
Cc1noc(C)c1S(=O)(=O)N1CCC(C(=O)Nc2ccc(OC(F)(F)F)cc2)CC1,-3,0,-8,59,-5,0,-0.6,12,-84,79
CCOc1ccc(-c2nnc(N(CC)C(=O)C3CCC3)s2)cc1,3,/,9,105,-16,3,-1.4,3,-52,91
N#C/C(=C\c1cccnc1)C(=O)Nc1ccccc1,2,-8,5,96,10,42,-0.8,/,-15,87
O=C(OCc1cc(-c2ccccc2)no1)c1ccc2ccccc2n1,8,-2,14,98,-3,1,-3.3,/,13,96
CCOc1ccccc1C(=O)Nc1ccccc1C(N)=O,3,-1,13,106,-4,5,-2.9,4,6,96
S=C(NC1CCCCC1)c1ccc2c(c1)OCO2,3,/,-3,106,-22,5,-4.4,-4,-27,92
CC(Sc1nnnn1-c1ccc(Cl)cc1)C(=O)NCC(=O)Nc1ccc(F)c(F)c1F (stereo not given),2,-2,6,73,2,17,-1.8,/,-5,83
Cc1ccc(C(=O)NC(=S)Nc2ccccc2N2CCCC2)cc1[N+](=O)[O-],1,/,10,61,0,5,-3.7,/,-29,69
O=C1CC(C(=O)O)S/C(=N\NC(=O)c2ccc(F)cc2)N1 (stereo not given),1,-2,9,102,1,15,0.7,/,-4,96
CS(=O)(=O)c1ccc(-c2nn[nH]n2)cc1,-1,0,1,95,-5,3,-2.3,/,3,103
CCN(CC)S(=O)(=O)c1ccc(/C=C/C(=O)Nc2ccc(Br)cc2F)cc1,17*,-5,-9,22,4,7,-1.5,12,-24,19
COc1cc(/C=N/NC(=O)Nc2ccccc2)ccc1OC(C)=O,1,-5,11,91,-2,10,-2.3,/,-21,86
Cc1ccc(C(c2sc3ncnn3c2O)N2CCCCC2)cc1 (stereo not given),6,/,-7,99,-3,19,0.6,/,9,88
CS(=O)CSc1nc2c(cc1C#N)CCCC2 (stereo not given),2,/,15,92,-12,/,-0.8,21,-24,92
O=C(CN(CC1CCCO1)C(=O)CCC(=O)Nc1nccs1)NCC1CCCO1 (stereo not given),0,-2,3,110,-1,3,0.1,0,-40,104
O=C(NC1(O)C(=O)c2ccccc2C1=O)c1ccccc1,4,-2,-9,104,-1,11,-0.1,/,-14,95
Cc1ccc(Nc2nc(N)nc(CSc3nc4ccccc4s3)n2)cc1,3,/,-3,56,-20,4,-6.0,-2,-71,68
Cc1cc(C(=O)CSc2nnc(-c3cccs3)n2Cc2ccccc2)c(C)n1C,4,0,-5,93,-8,3,-0.4,2,-3,87
COc1cc2c(-c3ccc(O)cc3)nc3c(c(C)nn3-c3ccccc3)c2cc1OC,4,-8,-10,1.2*,-2,20,-4.8,/,-6,1.0*
COc1cc(OC)cc(C(=O)NCCn2ccc3ccccc32)c1,3,0,5,80,-10,14,-1.4,/,-8,77
CCCSc1nnc(-c2c[nH]c3ccccc23)n1C,-2,0,-1,111,-8,10,-2.0,/,-18,104
CCN(CC)Cc1c(C(=O)OC(C)C)nnn1-c1nonc1N,1,-1,4,109,10,6,0.0,14,-79,99
Cc1ccc(C(=O)CSc2nnc(CNc3ccc(C)cc3C)o2)cc1,5,/,-10,76,-6,10,-1.2,-12,-18,83
CC1=CCC2(CO)COC(c3ccccc3O)C1C2 (stereo not given),1,0,-17,91,-10,18,1.1,-25,12,98
CCOC(=O)C1=C(NC(=O)c2ccc(Br)o2)Nc2ccccc2N=C1,3,1,1,108,0,20,-0.7,15,-46,83
COc1ccc(-c2cc(C(F)(F)F)n3nc(C)cc3n2)cc1,0,-1,-5,75,-8,7,-0.2,7,-65,82
CCOC(=O)C1=C(C)NC(=O)NC1c1c(C)nn(-c2ccccc2)c1Cl (stereo not given),-1,3,4,107,21,19,-1.3,15,-43,94
CCN(CC)S(=O)(=O)c1cccc(C(=O)OCC(=O)C23CC4CC(CC(C4)C2)C3)c1,2,-1,4,87,-2,4,1.9,4,-35,102
Cc1cc(C)cc(OCC(=O)Nc2cccc(-c3nnc(-c4ccco4)o3)c2)c1,3,-1,4,35,-18,14,-1.5,25,9,41
CCCC(c1nnnn1CC1CCCO1)N1CCN(c2cc(Cl)ccc2C)CC1 (stereo not given),10,0,0,44,-6,7,1.8,/,-41,24
COc1ccc(/C=c2\s/c(=C(/C#N)C(=O)NCc3ccco3)n(-c3ccccc3)c2=O)cc1,2,-2,2,32,0,11,-3.9,-6,-47,28
Nc1nc2n(n1)C(c1c(F)cccc1Cl)CC(c1ccc(F)cc1)N2 (stereo not given),3,/,8,83,-2,8,-2.3,/,-18,89
CN(C)c1ccc(/C=C(\C#N)C(=O)NCc2ccco2)cc1,0,-8,16,89,0,13,-1.7,/,-47,88
